HT1080 IDH1KD tx: HT-1080 IDH1 knockdown cell toxicity (counter line). HT-1080 IDH1 knockdown viability, ATP luminescence, 48 h. AID 686971. Potency, µM (titrated, usually from 46.1 µM), without a hit: at the highest dose activity, negative = toxicity, hits mostly cytotoxic. 360,000 compounds, 2% hits;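 note: potency is the fitted concentration of half-maximal effect; 0% = DMSO wells and -100% = cell-free medium wells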
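In this qHTS, HT-1080 cells depleted of IDH1 are exposed for 48 h at 37 °C to compound titrations. Toxicity is scored from CellTiter-Glo luminescence, with DMSO as full viability and medium alone as none.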
IL1B secr inh: inflammasome signaling inhibition, IL-1 beta readout | THP-1 LPS/ATP IL-1B secretion, AlphaLISA, 16 h; hits give low values | activity change, % at 57.5 µM | 360,000 compounds, 4.7% hits | AID 743279; in the data active = activity change below about -50%; inconclusive = mostly about -30% to -49%; note: % is set by controls: 0 for no effect and ±100 for the full control effect
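Secreted IL-1B measured by AlphaLISA bead assay after 16 h compound exposure of THP-1 cells; compounds (final up to 57.5 uM) added 1 h before LPS (250 ng/mL) and ATP (1.25 mM) stimulation; lower signal means less secretion.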
SW480 rereplic: DNA re-replication induction in SW480 cells; Potency, µM (top dose mostly 46.1 µM), without a hit: top-dose re-replication activation, most hits filed as activators; SW480 DNA re-replication, Hoechst DNA content imaging, 48 h; 340,000 compounds, 1.8% hits; note: potency is the fitted concentration of half-maximal effect; % of control where 0% means no effect; nearly all actives have a fitted effect of over 55% in size
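Hoechst fluorescence of nuclei (405 nm excitation, 500-530 nm emission) measured by plate-scanning imager after 48 hr compound exposure at 37 C; re-replication scored as increased number of nuclei with elevated intensity.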
KB-V1 cytotox: kills drug-selected multidrug resistant KB-V1 cells; KB-V1 MDR cells viability, CellTiter-Glo, 72 h; Potency, µM (series often up to 46.1 µM), without a hit: at the highest dose activity change, negative = cytotoxicity, most hits filed as cytotoxic; 400,000 compounds, 3.4% hits; AID 1347076; note: potency is the fitted concentration of half-maximal effect; % is set by controls: 0 for no effect and ±100 for the full control effect; nearly all actives have a fitted effect of over 60% in size
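Potencies derive from concentration-effect curves fitted to normalized luminescence (CellTiter-Glo) of KB-V1 cells treated for 72 h at 37 degrees C in phenol-red-free DMEM containing 10% FBS.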
HT1080-NT tox: kills 2HG-producing HT-1080-NT fibrosarcoma cells. HT-1080-NT fibrosarcoma viability, CellTiter-Glo ATP luminescence, 48 h. Potency, µM (highest dose often 46.1 µM), without a hit: top-dose activity, negative = less viability, usual class: cytotoxic. 360,000 compounds, 1.6% hits. AID 686970;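 note: NT is the 2HG producing partner of a matched IDH1 knockdown line; potency is the fitted concentration of half-maximal effect; 0% = DMSO-treated cells and -100% = media-only wells without cells; nearly all actives have a fitted effect of over 55% in size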
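HT-1080-NT; 750 cells/well; 5% FBS RPMI; 48 h compound, 37 degrees C; CellTiter-Glo luminescence; curve fitting and curve-class assignment.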
DRD3 antagonist: D3 dopamine receptor (human) antagonism; 360,000 compounds, 2.5% hits; max response, negative = inhibition, %; P35462; D3R cells, DiscoveRx beta-arrestin luminescence, antagonist mode; hits give low values; in the data active = max response below about -50%; inconclusive = no clear call, values can overlap the other calls; note: % is set by controls: 0 for no effect and ±100 for the full control effect; mostly tested at two doses, the higher about 12 µM
Target sequence (P35462 whole entry, looked up): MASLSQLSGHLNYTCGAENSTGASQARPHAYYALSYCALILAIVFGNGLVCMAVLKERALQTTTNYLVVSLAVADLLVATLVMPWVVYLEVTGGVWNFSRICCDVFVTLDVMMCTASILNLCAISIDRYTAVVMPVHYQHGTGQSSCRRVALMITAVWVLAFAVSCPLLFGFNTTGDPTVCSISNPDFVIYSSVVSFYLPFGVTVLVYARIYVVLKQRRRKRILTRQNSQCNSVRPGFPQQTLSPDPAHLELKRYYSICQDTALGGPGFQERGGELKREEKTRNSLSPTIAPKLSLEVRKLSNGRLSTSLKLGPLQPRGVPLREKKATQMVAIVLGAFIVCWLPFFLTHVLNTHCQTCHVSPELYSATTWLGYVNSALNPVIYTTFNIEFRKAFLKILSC
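Cells plated overnight at 1500 cells/well, then exposed to library compounds with dopamine controls for 90 minutes at 37 degrees C. DiscoveRx reagent added for 30–60 minutes at room temperature; luminescence read, quantitative HTS format.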
DRD3 agonist: activates the human D3 dopamine receptor. P35462. D3R DiscoveRx beta-arrestin cells, luminescence, 90 min. max activation, %. 410,000 compounds, 0.58% hits. AID 652048; in the data active = max activation above about 30%; note: 0% is about no effect; mostly tested at two doses, the higher about 12 µM
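Cells at 1500/well, incubated overnight, then treated with pinned compounds (dopamine as control) for 90 min at 37 degrees C. DiscoveRx reagent added for 30 - 60 minutes at room temperature; luminescence read.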
GLP1R ag: GLP-1 receptor (human) agonism. Potency, µM (series often up to 45.6 µM), for inactives: at the top dose activation, usual class: activators. 380,000 compounds, 0.007% hits. HEK293 GLP-1R CRE-luciferase, luminescence, 4-6 h; cells express a hypersensitive GLP-1R form; note: potency is the fitted concentration of half-maximal effect; % of control where 0% means no effect
Target sequence (P43220 whole entry, looked up): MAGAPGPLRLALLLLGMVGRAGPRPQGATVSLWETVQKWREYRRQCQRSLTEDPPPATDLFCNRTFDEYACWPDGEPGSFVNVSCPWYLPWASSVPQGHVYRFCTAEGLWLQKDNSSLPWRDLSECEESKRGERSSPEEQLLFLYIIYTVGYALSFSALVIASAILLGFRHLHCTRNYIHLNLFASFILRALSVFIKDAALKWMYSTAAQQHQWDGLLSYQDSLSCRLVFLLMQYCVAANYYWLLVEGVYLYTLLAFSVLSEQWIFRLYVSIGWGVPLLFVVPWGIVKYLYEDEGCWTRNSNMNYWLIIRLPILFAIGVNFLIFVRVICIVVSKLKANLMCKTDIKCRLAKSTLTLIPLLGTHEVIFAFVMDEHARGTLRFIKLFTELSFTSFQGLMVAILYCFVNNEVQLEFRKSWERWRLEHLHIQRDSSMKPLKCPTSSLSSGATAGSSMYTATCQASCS
KB-3-1 cytotox: kills parental KB-3-1 adenocarcinoma cells. AID 1347075. KB-3-1 viability, CellTiter-Glo ATP luminescence, 72 h. Potency, µM (top dose mostly 46.1 µM), inactives show top-dose activity change, negative = cytotoxic, hits mostly cytotoxic. 400,000 compounds, 1.4% hits; note: potency is the fitted concentration of half-maximal effect; % is set by controls: 0 for no effect and ±100 for the full control effect; nearly all actives have a fitted effect of over 60% in size
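Here the drug-naive KB-3-1 line serves as comparator for MDR sub-line selectivity; cells received compound titrations, 72 h at 37 °C, then CellTiter-Glo readout.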
* marks the source's active call; other numbers are inactive results; u = inconclusive; x = not tested or not shown; [ ] = remark or other dose. Unless noted, calls come from the whole dose curve; as a rule, active = well fitted curve in the direction sought with a large enough effect; inconclusive = small, poorly fitted or top-dose-only effect, or another doubt; inactive = no such curve, though single readings can be large; an effect the other way counts as inactive or inconclusive. Rows were taken by chance; any-hit rate near 12%.

structure	HT1080 IDH1KD tx	IL1B secr inh	SW480 rereplic	KB-V1 cytotox	HT1080-NT tox	DRD3 antagonist	DRD3 agonist	GLP1R ag	KB-3-1 cytotox
CNC(=S)N/N=C/c1ccccc1OCC(=O)O	8%	22	5%	28%	19%	-4	-1	-1%	4%
O=C(CCc1ccccc1O)N/N=C/c1ccc(Sc2cccc3cccnc23)o1	-21%	-29	u	u	u	11	3	-1%	5%
CCCN(C(=S)Nc1ccccc1)C1CCS(=O)(=O)C1 (centres undefined)	-18%	9	17%	-20%	-1%	-6	-8	8%	-1%
COc1ccc(NC(=O)c2c(F)cccc2Cl)cc1S(=O)(=O)N1CCOCC1	14%	7	-1%	-1%	5%	21	6	-3%	0%
C/C=C(/C)C(=O)O[C@@H]1c2c(ccc3ccc(=O)oc23)OC(C)(C)[C@@H]1OC(C)=O	4%	6	-1%	18%	-3%	24	7	18%	0%
CCCCCC(=O)N1C[C@@H](O)[C@H](n2cc(COC(=O)c3ccccc3)nn2)C[C@@H]1c1ccc(Cl)cc1	-4%	-7	x	-1%	-3%	1	4	-1%	-7%
CCn1cc(C(=O)N[C@@H](CCSC)C(=O)NCCCN2CCOCC2)c(=O)c2cc3c(cc21)OCO3	12%	0	-3%	u	14%	1	-11	14%	0%
Cc1ccc(NC(=O)COC(=O)c2ccc(S(=O)(=O)N3CCCCC3)cc2)cc1	-6%	14	-32%[inhibitor]	u	-2%[9.24 µM]	-15	-5	-4%	-4%

The last 2 entries of the part before open the next one.
structure	HT1080 IDH1KD tx	IL1B secr inh	SW480 rereplic	KB-V1 cytotox	HT1080-NT tox	DRD3 antagonist	DRD3 agonist	GLP1R ag	KB-3-1 cytotox
CCn1cc(C(=O)N[C@@H](CCSC)C(=O)NCCCN2CCOCC2)c(=O)c2cc3c(cc21)OCO3	12%	0	-3%	u	14%	1	-11	14%	0%
Cc1ccc(NC(=O)COC(=O)c2ccc(S(=O)(=O)N3CCCCC3)cc2)cc1	-6%	14	-32%[inhibitor]	u	-2%[9.24 µM]	-15	-5	-4%	-4%
Cc1ccnc(NC(=O)CCC(=O)N(Cc2ccco2)C(C(=O)NC(C)C)c2ccc(F)cc2)c1 (centres undefined)	-2%	8	-4%	-18%	-6%	-21	-7	1%	2%
O=S(=O)(Nn1cnnc1)c1ccccc1	24%	-7	-5%[9.22 µM]	3%	11%	-13	-11	6%	-1%
COc1ccc(/C=N/NC(=O)C[n+]2ccccc2)c(OC)c1OC	16%	5	0%	-9%	12%	-51*	-12	-12%	22%
COc1ccc(N(CC(=O)NCCc2ccccc2)C(=O)CCC(=O)Nc2ccccn2)cc1	-1%	-3	-123%[inhibitor]	-8%	18%	13	9	10%	0%
COc1ccc(NC(=O)CS(=O)CC(=O)NCC2OCCc3ccccc32)cc1 (centres undefined)	8%	12	-8%	-6%	4%	10	-8	-3%	2%
O=C(OCc1nc2ccccc2[n+]([O-])c1C(=O)c1ccccc1)c1cccs1	23%	3	-1%	11%	12%	9	1	1%	6%
CCCCCn1c(=O)[nH]c2cc(C(=O)NCc3ccc(F)cc3)ccc2c1=O	x	x	x	17%	x	x	-4	-1%	17%
CC(=O)N1c2ccc(S(=O)(=O)N3CCC(C(=O)NC(C)c4ccccc4)CC3)cc2CC1C (centres undefined)	1%	7	6%	0%	3%	u	3	11%	7%
Cc1cccc(N2CCN(C(=O)CCS(=O)(=O)c3ccc4c(c3)NC(=O)C(C)S4)CC2)c1C (centres undefined)	1%	-18	-4%	-35%	-4%	7	4	5%	u
Cc1cnn(C(=S)NCc2ccco2)c1	5%	1	-1%	-1%	4%	-7	1	-5%	u
O=Cc1cn(CC(=O)N2CCCCCC2)c2ccccc12	10%	-17	2%	0%	7%	1	0	5%	15%
COc1ccc(NC(=O)c2nn(C)c(C(=O)Nc3ccc(OC)cc3)c2[N+](=O)[O-])cc1	-3%	1	-12%	28%	16%	-10	-1	-6%	-4%
C[C@@H](NC(=O)[C@@H]1CCCN1C(=O)[C@@H]1CCCN1C(=O)c1cccc(Cl)c1)c1ccccc1	7%	12	x	-6%	10%	14	1	-7%	17%
Cc1ccc(C)c(NC2CCCCC2NS(=O)(=O)c2ccccc2)c1 (centres undefined)	-3%	23	5%	u	-4%	-12	1	-7%	u
COC(=O)c1sccc1-n1cc(C#N)c(=O)n(C)c1=O	1%	17	-2%	16%	0%	0	9	1%	-1%
CC(=O)c1sc(NC(=O)c2ccc(Cn3cc(Br)cn3)o2)nc1C	-6%	-8	0%	-10%	-3%	-23	-11	1%	-1%
CCCS(=O)(=O)N1CCCC(C(=O)NC2CCCCC2)C1 (centres undefined)	5%	2	-36%[inhibitor]	8%	10%	-29	-9	-6%	5%
Cc1cccc(Nc2nnc(SCC(=O)Nc3ncc(C(F)(F)F)cc3Cl)s2)c1C	4%	12	-8%	2%	1%	-15	2	-1%	16%
C#CC1(N2CCCCC2)CCCCC1	11%	3	x	2%	8%	8	7	-2%	0%
O=C(NCC1CCS(=O)(=O)C1)NCC1CCS(=O)(=O)C1 (centres undefined)	-2%	13	-1%	-4%	7%	-15	-14	-6%	0%
Cn1nnnc1SCC(=O)Nc1cccc(S(=O)(=O)N2CCCCC2)c1	5%	8	-3%	21µM*	9%	-23	6	1%	-1%
COc1cc(C(c2c(NC(=O)c3ccco3)sc(C)c2C)N2CCOCC2)cc(OC)c1OC (centres undefined)	-2%	-15	-1%	u	3%	-11	21	8%	-15%
CC(C)=CCOc1ccc2ccc(=O)oc2c1	13%	4	-2%	13%	12%	5	1	28%	0%
Cc1cc(C)cc(NC(=O)Cn2c(-c3ccccc3Cl)nc3ccccc32)c1	-3%	9	-2%	u	4%	-13	-1	-6%	-5%
CC(C)(C)c1ccc(C(=O)N2CCC2(C)C(=O)NCC(F)(F)F)cc1 (centres undefined)	-18%	0	x	1%	-2%	17	3	0%	0%
O=C(CC1CCCC1)NCCS(=O)(=O)N1CCN(c2ccc(F)cc2)CC1	1%	-3	-12%	-20%	1%	0	-2	2%	2%
CCOC(=O)c1oc2c(CN3CCN(C)CC3)c(O)c(CC)cc2c(=O)c1-c1nc2ccccc2s1	-13%	34	-1%	15%	-3%	-10	1	-2%	-1%
COc1ccc(S(=O)(=O)N2CC(C)N(C(=O)N(C)C)C2C(C)C)cc1 (centres undefined)	18%	-4	-11%	-12%	20%	-20	-15	5%	-1%
CCCCCCn1cc(CN2CC(N3CCCCC3)CS2(=O)=O)nn1 (centres undefined)	5%	-19	x	-12%	-1%	3	-3	2%	-8%
COc1ccc(OC)c(N=c2oc3cc(O)ccc3cc2C(N)=O)c1	-10%	-23	18µM*	u	-13%	u	0	6%	u
Cn1cc(CN2CCN(CC(C)(C)C)C(CCO)C2)c2ccccc21 (centres undefined)	-14%	u	-4%	-10%	1%	-11	-8	13%	-4%
COc1ccc(CSc2nncn2N)cc1[N+](=O)[O-]	17%	10	0%	-10%	13%	1	1	11%	3%

Brought forward from above: 3 entries; new compounds follow.
structure	HT1080 IDH1KD tx	IL1B secr inh	SW480 rereplic	KB-V1 cytotox	HT1080-NT tox	DRD3 antagonist	DRD3 agonist	GLP1R ag	KB-3-1 cytotox
COc1ccc(OC)c(N=c2oc3cc(O)ccc3cc2C(N)=O)c1	-10%	-23	18µM*	u	-13%	u	0	6%	u
Cn1cc(CN2CCN(CC(C)(C)C)C(CCO)C2)c2ccccc21 (centres undefined)	-14%	u	-4%	-10%	1%	-11	-8	13%	-4%
COc1ccc(CSc2nncn2N)cc1[N+](=O)[O-]	17%	10	0%	-10%	13%	1	1	11%	3%
COc1ccc(C(C(O)C(=O)c2c[nH]c3ccccc23)N2CCN(c3ccc(OC)cc3)CC2)cc1 (centres undefined)	u	7	0%	u	-23%	-3	-3	0%	0%
Cc1ccc(CC(NC(=O)c2ccccc2)C(=O)NC(C)C(=O)O)cc1 (centres undefined)	-4%	-10	-3%	-14%	-4%[9.24 µM]	15	12	-13%	0%
COc1ccc(C(=O)c2ccccc2)c2c(O)ccc(C(=O)c3ccccc3)c12	-28%	0	6%	u	-17%	26	3	-34%[inhibitor]	u
Cn1ccc2c(-c3ccc(C(=O)O)cc3)cc3c(c21)C1CCC3O1 (centres undefined)	18%	18	x	14%	12%	0	8	6%	0%
CNC(=O)COc1coc(CN2CCN(c3ccccc3)CC2)cc1=O	-1%	-15	-6%	u	-2%	-12	7	-6%	-3%
O=C(/C=C/c1cnc2ccccc2n1)NC1CCCCCC1	7%	-10	-4%	u	9%	1	-3	0%	0%
CCOC(=O)c1c(C)oc2ccc(OCc3cc(C(=O)OC)oc3C)cc12	u	-17	29%	-11%	-27%	39	33*	22%	-15%
COC(=O)c1cccc(Nc2cc(C)nc(-c3ccccc3O)n2)c1	u	-3	12%	u	-3%	13	3	14%	u
COc1ccc(N2C(=O)CSC2c2cccc(OC)c2OC)cc1 (centres undefined)	-1%	-5	-2%	-3%	-4%	2	-7	0%	1%
O=C(CNC(=O)c1ccncc1)N/N=C/c1cccc([N+](=O)[O-])c1	-1%	-19	-2%	0%	0%	-26	-7	2%	2%
COc1ccc(C(=O)OCC(=O)c2ccc[nH]2)cc1	-2%	-17	4%	-14%	14%	-18	1	11%	2%
O=C(Nc1ccccc1C(=O)Nc1ccncc1)c1ccc([N+](=O)[O-])cc1	-13%	-6	-5%	-19%	-13%	10	9	10%	-5%
O=C(COC(=O)CNC(=O)c1ccc(Cl)c([N+](=O)[O-])c1)NCC1CCCO1 (centres undefined)	0%	4	-1%	8%	1%	12	0	2%	-2%
Cc1c(C(=O)NCc2cccc(C(F)(F)F)c2)sc(=O)n1Cc1ccc(S(=O)(=O)N(C)C)cc1	-27%	u	x	u	-7%	8	3	-3%	u
COc1ccc(C(=O)c2ccc(OC)cc2OC)cc1	12µM*	34	u	u	23µM*	0	6	12%	15µM*
